Screening results: PubChem BioAssay, Broad Institute
E-sel inducer: E-selectin induction on HUVECs. hit rate 0.37% among 260,000. activation, % at 7.58 µM. HUVEC E-selectin immunofluorescence imaging; normalized: neutral wells 0, TNF-alpha wells 100;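 active = mean E-selectin-positive cell signal at least 10% of the positive control, reached in at least 60% of replicates, without over 20% cell loss; inconclusive = no rule given, readout overlaps actives, possibly toxicity-flagged; inactive = the rest, including those meeting only one limit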;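 also: in these data hits start at about 27%; measured in HUVEC primary endothelial cells; signal is the percent of cells scored E-selectin positive by PE staining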
Target sequence (P16581 whole entry, looked up): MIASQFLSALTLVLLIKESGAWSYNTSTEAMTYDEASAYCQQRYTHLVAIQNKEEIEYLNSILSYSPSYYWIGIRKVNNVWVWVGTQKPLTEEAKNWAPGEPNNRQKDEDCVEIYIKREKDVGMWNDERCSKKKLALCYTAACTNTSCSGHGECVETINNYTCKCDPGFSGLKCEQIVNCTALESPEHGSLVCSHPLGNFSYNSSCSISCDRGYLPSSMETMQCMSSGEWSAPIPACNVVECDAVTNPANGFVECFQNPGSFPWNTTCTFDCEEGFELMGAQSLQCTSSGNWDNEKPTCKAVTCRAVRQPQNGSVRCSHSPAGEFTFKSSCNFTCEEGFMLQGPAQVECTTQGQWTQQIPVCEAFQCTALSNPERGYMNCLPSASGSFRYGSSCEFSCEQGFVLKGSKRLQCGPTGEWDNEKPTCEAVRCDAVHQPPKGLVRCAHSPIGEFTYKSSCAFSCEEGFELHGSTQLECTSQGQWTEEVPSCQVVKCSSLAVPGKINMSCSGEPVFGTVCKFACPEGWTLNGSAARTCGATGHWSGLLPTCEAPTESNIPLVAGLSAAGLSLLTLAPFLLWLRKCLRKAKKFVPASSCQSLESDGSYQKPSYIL
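assay system = HUVEC, human umbilical vein endothelial cells | input = 3,000 HUVEC seeded per well | medium = EGM-2 growth medium on 0.1% gelatin-coated wells | dosing = one compound dose added by pin transfer | signal = immunofluorescence imaging | read-out basis = % PE-positive cells | control set = TNF-alpha, DMSO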
Statin myotox sup: suppressors of simvastatin-induced myotoxicity in C2C12 myotubes; ATP luminescence, 48 h; scaled: DMSO 0, geranylgeraniol control 100; AID 602340; hit rate 0.78% among 330,000; rescue of ATP level, % at 7.49 µM;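 active = mean ATP rescue above about 67%, or every replicate alone reaching that limit, limit read from the data, passing the limit was not always enough; inconclusive = no clear call, values can overlap the other calls; inactive = mean under the limit and some replicate under it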;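 also: myotubes were challenged with 10 µM simvastatin during compound exposure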
DENV2 CPE rescue: inhibitors of DENV2 cytopathic effect; DENV2-infected cells, cytopathic effect rescue, plate reader; hit rate 1.7% among 350,000; AID 651640; CPE inhibition, % at 9.99 µM; in the data active = CPE inhibition above about 20%, passing the limit was not always enough; inconclusive = no clear call, values can overlap the other calls; tested in BHK-21 cells;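 also: 0% = median of neutral control wells and 100% = median of positive control wells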
ERp5 inh: ERp5 (human) disulfide isomerase inhibition; Q15084; ERp5 insulin aggregation, absorbance 650 nm, 90 min; inhibition, % at 9.99 µM; hit rate 0.05% among 350,000; AID 651711;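 active = mean replicate inhibition above about 25%, with every replicate also reaching it, limit read from the data, passing the limit was not always enough; inconclusive = only one of those two criteria met; inactive = neither criterion met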
Target sequence (Q15084 whole entry, looked up): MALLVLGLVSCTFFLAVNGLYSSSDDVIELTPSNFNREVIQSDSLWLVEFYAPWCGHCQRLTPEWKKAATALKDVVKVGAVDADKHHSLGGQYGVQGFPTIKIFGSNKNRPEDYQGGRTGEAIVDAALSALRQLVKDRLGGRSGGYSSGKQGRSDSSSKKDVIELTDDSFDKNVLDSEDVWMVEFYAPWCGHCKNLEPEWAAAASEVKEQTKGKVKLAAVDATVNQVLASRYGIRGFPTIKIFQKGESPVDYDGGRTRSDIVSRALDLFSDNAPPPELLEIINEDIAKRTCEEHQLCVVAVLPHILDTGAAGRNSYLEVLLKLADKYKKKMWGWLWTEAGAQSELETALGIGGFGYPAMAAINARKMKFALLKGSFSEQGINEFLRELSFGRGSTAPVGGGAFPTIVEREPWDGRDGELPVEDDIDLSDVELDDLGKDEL
PglD DTNB: PglD (C. jejuni) enzyme inhibition; purified PglD enzyme, DTNB colorimetric CoA detection; inhibition, % at 12.5 µM; AID 602405; hit rate 0.098% among 360,000; in the data active = inhibition above about 16%, passing the limit was not always enough; inconclusive = no clear call, values can overlap the other calls; also: strong numbers were not always called active
S100A4 MyoIIA: S100A4-myosin IIA interaction inhibition; S100A4/TAMRA-MyoIIA peptide fluorescence polarization; P26447; inhibition, % at 10.7 µM; hit rate 0.14% among 360,000;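 active = mean inhibition of at least 70% across replicates, with every replicate also reaching that level; inconclusive = mean inhibition reaches 70% but some replicates fall short; inactive = mean inhibition below 70%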
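Test system: S100A4 monomer protein; Medium: HEPES pH 7.2 with CaCl2, KCl, NaCl, DTT, Triton; Probe or stimulus: TAMRA-labelled myosin IIA heavy-chain peptide probe, 5 nM; Doses: one dose per compound; Times: polarization read 5 min after assay mix addition, stable 5–60 min; Benchmarks: neutral control DMSO, positive control TFP.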
SIRT5 inh: inhibitors of human sirtuin-5 desuccinylase; inhibition, % at 15 µM; Purified SirT5, succinyl-peptide AMC, trypsin-coupled fluorescence; Q9NXA8; hit rate 1.1% among 330,000; in the data active = inhibition above about 15%; inconclusive = no clear call, values can overlap the other calls
* hit, by the source's call; ? = inconclusive; nt = no result given; & = joins results of further samples. Some of the compounds tested; rates above refer to the full screens.

SMILES	E-sel inducer	Statin myotox sup	DENV2 CPE rescue	ERp5 inh	PglD DTNB	S100A4 MyoIIA	SIRT5 inh
O=C(CC(Nc1cccc(Cl)c1Cl)C(=O)O)c1ccccc1 (stereo not given)	7.1	3.4	-0.9	-13.4	-7.8	-5.7	0.9
CC(C)c1nnc(NC(=O)CCS(=O)(=O)Cc2ccccc2)s1	nt	-1.3	6.6	6.6	nt	-2.2	-7.8
COc1ccc(NC(=O)CSCC(=O)Nc2nnc(C3CC3)s2)cc1	-1.3	-1.1	-0.4	1.8	0.1	-7.6	-0.3
C[C@H](CO)N1C[C@H](C)[C@@H](CN(C)CC2CCCCC2)OCCCC[C@H](C)Oc2ccc(NC(=O)Nc3ccccc3)cc2C1=O	-0.5	nt	-6.1	-3.8	-0.8	10.8	4.5
O=C(NCCOc1ccccc1Cl)c1ncn[nH]1	-0.3	nt	-1.7	3.9	nt	0.8	-6.3
C[C@@H]1CN([C@H](C)CO)C(=O)CCCn2nncc2CO[C@@H]1CN(C)C(=O)Nc1ccnc(N2CCOCC2)c1	-0.2&-0.1	-1.7&-12.5&-3.1	-10.2&3.7	0.8&-6.3	-1.2&1.0	3.0&5.1	-2.1&-0.9
C/C(=C\c1ccccc1)CN1CCN(C)CC1	nt	-3.4	10.8	3.9	-0.7	-1.5	1.3
COc1ccc(-c2noc(CCC(=O)N3CCN(c4ccccc4C)CC3)n2)cc1	0.0	-0.2	-1.6	0.9	-0.1	-0.7	-2.2
O=C(COc1ccccc1)Nc1ccc(CSc2ccccc2)cc1	nt	-28.9	nt	4.1	0.2	3.9	0.7
CC(=O)N1c2ccc(S(=O)(=O)N(C)c3cc(C)ccc3C)cc2CC1C (stereo not given)	-0.1	-8.1	-3.9	4.6	-3.6	-9.5	-1.8
CCOC(=O)NNc1ccccc1	5.8	nt	4.4	-3.4	nt	-3.1	-4.7
COCCN1CCN(C(=O)C2CCC(=O)N(Cc3cccc(C(F)(F)F)c3)C2)CC1 (stereo not given)	-0.1	-7.8	-5.0	1.5	-2.7	1.0	-3.8
COc1ccc([Si](C)(C)[C@@H]2[C@@H](CCn3cc([C@H](O)c4ccccc4)nn3)O[C@]3(C(=O)N(c4ccccc4)c4ccccc43)[C@H]2C)cc1	nt	nt	3.3	-1.2	-2.4	-5.9	0.3
CCOC(=O)c1c(NC(=O)c2ccc(S(=O)(=O)N3CCOCC3)cc2)sc2c1CCN(C)C2	nt	-9.1	-2.8	-2.1	3.3	-5.1	1.1
O=C(Nc1ccccc1)N1CCCCN2[C@@H](CO)[C@H](c3ccc(C#CC4CC4)cc3)[C@@H]2C1	0.1	nt	-13.9	1.2	-1.2	9.4	7.7
CC(=O)N1CCN(CC(=O)Nc2ccc([N+](=O)[O-])cc2Br)CC1	nt	1.9	-6.4	6.7	-2.5	-1.5	-4.1
CCCC[C@H]1COCCS(=O)(=O)N1Cc1ccc(Br)cc1	0.2	-16.3	?	6.5	2.7	-9.5	nt
CC(=O)c1ccc(NC(=O)CCNS(=O)(=O)c2ccccc2F)cc1	nt	5.4	6.3	3.4	5.3	-0.9	1.1
Nc1ccc(SC(F)(F)F)cc1	3.2	-2.9	0.2	-1.8	3.3	-5.2	1.8
COc1cc(S(=O)(=O)N(Cc2cccs2)C2CC2)ccc1-n1cnnn1	nt	nt	-2.3	3.5	nt	-9.7	1.4
CCn1c(SCC(=O)c2ccccc2)nc2sc3c(c2c1=O)CCN(C)C3	nt	nt	7.5	-0.2	2.0	-7.7	-6.8
COc1ccccc1S(=O)(=O)N1[C@@H]2CNC[C@H]1C2c1ccc(-c2ccncc2)cc1 (stereo not given in full)	-0.1&0.1	nt	3.2&-6.0	1.6	nt	-11.9	-6.1
Cc1cccc(S(=O)(=O)N2CCCCN3[C@H](C2)[C@H](c2ccc(-c4ccccc4)cc2)[C@@H]3CO)c1	nt	nt	-11.0	-2.8	2.3	7.1	1.1
C[C@@H](OC(=O)N(C)Cc1ccccc1)[C@H]1O[C@]2(C)CCCC[C@H]1O2	-0.1	-7.1	-0.6	-8.5	0.8	-0.5	-1.1
O=C(CNC(=O)c1ccccc1F)Nc1ccc2c(c1)OCO2	nt	2.3	?	3.6	nt	-12.5	0.1

7 entries from above, sorted by SMILES length, largest number first:
SMILES	E-sel inducer	Statin myotox sup	DENV2 CPE rescue	ERp5 inh	PglD DTNB	S100A4 MyoIIA	SIRT5 inh
Cc1cccc(S(=O)(=O)N2CCCCN3[C@H](C2)[C@H](c2ccc(-c4ccccc4)cc2)[C@@H]3CO)c1	nt	nt	-11.0	-2.8	2.3	7.1	1.1
O=C(Nc1ccccc1)N1CCCCN2[C@@H](CO)[C@H](c3ccc(C#CC4CC4)cc3)[C@@H]2C1	0.1	nt	-13.9	1.2	-1.2	9.4	7.7
CCn1c(SCC(=O)c2ccccc2)nc2sc3c(c2c1=O)CCN(C)C3	nt	nt	7.5	-0.2	2.0	-7.7	-6.8
CC(=O)c1ccc(NC(=O)CCNS(=O)(=O)c2ccccc2F)cc1	nt	5.4	6.3	3.4	5.3	-0.9	1.1
O=C(CC(Nc1cccc(Cl)c1Cl)C(=O)O)c1ccccc1 (stereo not given)	7.1	3.4	-0.9	-13.4	-7.8	-5.7	0.9
O=C(COc1ccccc1)Nc1ccc(CSc2ccccc2)cc1	nt	-28.9	nt	4.1	0.2	3.9	0.7
CCOC(=O)NNc1ccccc1	5.8	nt	4.4	-3.4	nt	-3.1	-4.7

Further structures follow:
SMILES	E-sel inducer	Statin myotox sup	DENV2 CPE rescue	ERp5 inh	PglD DTNB	S100A4 MyoIIA	SIRT5 inh
O=C(O)c1ccc(S(=O)(=O)N2CCc3ccccc3C2)cc1	nt	3.1	-2.7	-1.9	-3.6	0.0	-0.8
FC(F)(F)c1cccc(N2CCC(N=CN3CCCCCC3)=N2)c1	1.1	-17.4	5.0	-1.6	nt	-4.4	-0.1
CCN1CCCC1CNC(=O)c1ccc(Sc2ccc(F)cc2)c([N+](=O)[O-])c1 (stereo not given)	nt	nt	-7.6	4.6	nt	-0.3	-0.2
O=C(NC1C2CC3CC(C2)CC1C3)c1ccc(Br)o1 (stereo not given)	nt	3.5	0.1	-3.2	-5.7	0.9	-0.8
C[C@@H]1CCCCO[C@@H](CN(C)C(=O)c2ccncc2)[C@H](C)CN([C@H](C)CO)C(=O)c2cc(NS(=O)(=O)c3ccc(F)cc3)ccc2O1	-0.2	nt	4.6	-0.3	1.7	9.7	-3.4
C[C@H]1CCCCO[C@H](CN(C)S(=O)(=O)c2cn(C)cn2)[C@@H](C)CN([C@@H](C)CO)C(=O)c2cc(NC(=O)Nc3ccc4c(c3)OCO4)ccc2O1	0.2	nt	3.6	-1.7	4.5	1.5	-1.8
Cc1noc(C)c1NC(=O)Nc1ccc2c(c1)C(=O)N([C@@H](C)CO)C[C@@H](C)[C@H](CN(C)Cc1ccc(-c3ccccc3)cc1)O2	0.4	-37.5	5.6	2.4	2.1	-5.8	7.9
COc1cc(CN2CCc3ccccc3C2)ccc1O	-6.5	-164.5	-4.6	-3.3	nt	5.4	-5.8
CCCc1nnc(SCC(=O)Nc2cccc(C(F)(F)F)c2)o1	-0.1	-2.7	-0.8	2.3	nt	0.3	-18.4
COC(=O)c1c(-c2cccnc2)csc1NC(=O)c1cc(C)on1	nt	nt	-6.0	-1.5	-5.8	-7.8	0.9
COc1ccccc1NC(=O)CSc1nc(N)c(-c2ccccc2)c(=O)[nH]1	nt	10.8	4.6	-0.2	nt	-12.7	-2.4
O=C(Cc1cccnc1)N1CC2(C1)[C@@H](c1ccccc1)[C@@H](CO)N2C(=O)C1CCOCC1	0.0	nt	22.3*	-1.5	nt	43.5	-2.7
OCc1cn(-c2ccc(Cl)cc2)nn1	nt	-5.4	3.6	-12.9	-0.9	-0.6	2.0
Cc1cc(N2CCN(C(C(=O)NC3CCCC3)c3ccco3)CC2)c2ccccc2n1 (stereo not given)	-0.1	nt	8.7	2.9	nt	0.1	8.0
C(=C\c1nc(-c2ccccc2)no1)/c1ccccc1	nt	1.0	?	-4.9	-4.5	0.2	-0.3
N#Cc1cnn(-c2ccc([N+](=O)[O-])cc2[N+](=O)[O-])c1N	0.2	0.5	5.0	2.0	-0.5	-5.2	nt
Cn1nc(C(C)(C)C)cc1N1C(=O)CCC1(C)C(=O)Nc1ccc2ccccc2c1 (stereo not given)	-0.1	5.3	3.9	11.5	-2.7	0.9	-1.5
CC(O)c1cccc(NC(=O)CCCc2ccccc2)c1 (stereo not given)	nt	5.6	5.0	-7.2	4.5	1.2	0.4
COc1ccc(CNC(=O)C(=O)NCC2OCCN2C(=O)c2ccc(OC)cc2)cc1 (stereo not given)	-0.2	7.8	-5.2	-3.6	1.6	1.4	-4.0
O=C(COc1c(Br)cc(Br)c2cccnc12)N1CCCCC1	0.0	nt	-5.6	2.8	nt	-6.1	-3.4
O=C(O)CN1C(=O)S/C(=C\c2cccnc2)C1=O	nt	nt	-4.2	-6.0	nt	-9.4	2.6
C[C@@H]1CCCCO[C@@H](CN(C)Cc2ccc(C(=O)O)cc2)[C@H](C)CN([C@H](C)CO)C(=O)c2cc(NC(=O)Nc3cccc4ccccc34)ccc2O1	-0.1	nt	-2.0	0.9	10.4	5.2	3.5
CS(=O)(=O)N[C@@H]1C[C@@H]2O[C@@H](CO)CC[C@@H]2O[C@@H]1CCc1ccc(-c2ccccc2F)cc1	nt	nt	21.4*	-1.9	nt	-1.9	2.6
CC(C)(C)NC(=O)NC(=O)COC(=O)CNC(=O)c1cc(Cl)cc([N+](=O)[O-])c1	nt	-1.6	0.9	-8.0	-2.7	2.0	-0.2
C[C@@H]1CN([C@H](C)CO)C(=O)Cc2cc(NC(=O)CCN3CCOCC3)ccc2O[C@@H]1CN(C)Cc1ccc2c(c1)OCO2	nt	-7.7	-2.7	8.1	1.4	14.3	nt

A second format for 3 compounds above:
SMILES | E-sel inducer | Statin myotox sup | DENV2 CPE rescue | ERp5 inh | PglD DTNB | S100A4 MyoIIA | SIRT5 inh
O=C(NC1C2CC3CC(C2)CC1C3)c1ccc(Br)o1 (stereo not given) | nt | 3.5 | 0.1 | -3.2 | -5.7 | 0.9 | -0.8
C[C@@H]1CCCCO[C@@H](CN(C)C(=O)c2ccncc2)[C@H](C)CN([C@H](C)CO)C(=O)c2cc(NS(=O)(=O)c3ccc(F)cc3)ccc2O1 | -0.2 | nt | 4.6 | -0.3 | 1.7 | 9.7 | -3.4
C[C@H]1CCCCO[C@H](CN(C)S(=O)(=O)c2cn(C)cn2)[C@@H](C)CN([C@@H](C)CO)C(=O)c2cc(NC(=O)Nc3ccc4c(c3)OCO4)ccc2O1 | 0.2 | nt | 3.6 | -1.7 | 4.5 | 1.5 | -1.8

(continued)
SMILES	E-sel inducer	Statin myotox sup	DENV2 CPE rescue	ERp5 inh	PglD DTNB	S100A4 MyoIIA	SIRT5 inh
Cc1ccc(CN2CCCC2(C)C(=O)NC(C)C)cc1 (stereo not given)	-0.3	-2.1	2.6	-2.4	-3.1	0.2	1.2
C=CCNC(=S)NNC(=O)COc1ccc(Br)cc1	nt	nt	0.2	-4.9	nt	-1.1	nt
Cc1nn(-c2ccccc2)c(C)c1/C=N/n1c(-c2ccc(Cl)cc2)n[nH]c1=S	nt	nt	0.4	-10.6	nt	0.6	17.5*
COc1ccc(C(=O)OCc2cc(=O)n3c(C)csc3n2)cc1F	0.6	-3.9	0.9	6.8	2.3	-0.9	-3.1
C#CCNC(=O)C1CCN(c2cc(C)nc(-c3ccccc3)n2)CC1	nt	nt	nt	5.4	nt	-5.5	-3.6
Cc1ccc(-n2ncc3c(SCC(N)=O)ncnc32)cc1C	-0.2	-7.2	3.3	0.1	-9.3	4.5	-3.9
